# pAkt inh = HTS Assay for Inhibitors of Akt Phophorylation: Primary Screen; Neuro2A IGF-stimulated pAkt S473 HTRF, 20 min; active compounds read low; actives 0.32% (n = 360,000); AID 651550, 2012; activity change, % for hits at 50 µM; in the data active = activity change below about -80%; inconclusive = mostly about -51% to -80%; also: % is scaled to controls: 0 for no effect and ±100 for the full control effect
#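 Single-point screen (50 µM final compound) in Neuro2A cells stimulated 20 min with 6 nM IGF at 37 deg C. After lysis, Ser473-phosphorylated Akt read by HTRF (ex 330 nm, em 615/665 nm) as the 665/615 ratio.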
# TDP43 rescue = qHTS of TDP-43 Inhibitors; Potency, µM (titrated, usually from 46.1 µM), for inactives: at the highest dose growth rescue (activation), actives largely listed as activators; actives 1.8% (n = 410,000); AID 652104, 2013; TDP-43 expressing yeast growth rescue, BacTiter-Glo, 24 h; also: potency is read from the fitted curve at half-maximal effect; % of control where 0% means no effect; nearly all actives have a fitted effect of over 50% in size
#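 Luminescence from BacTiter-Glo reports growth of TDP-43-expressing yeast after 24 hr at 30 deg C with compound. Cells were raffinose-pregrown to mid-log, then seeded in galactose medium at OD600=0.02.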
# GLP-1R inv ag = qHTS of GLP-1 Receptor Inverse Agonists (Inhibition Mode); HEK293 GLP-1R CRE-luciferase, luminescence, 24 h; GLP-1R form is constitutively active; Potency, µM (titrated, usually from 38.3 µM), for the others: top-dose activity change, negative = inhibition, actives largely listed as inhibitors; actives 1.6% (n = 410,000); also: potency is read from the fitted curve at half-maximal effect; % is scaled to controls: 0 for no effect and ±100 for the full control effect; nearly all actives have a fitted effect of over 55% in size
# Target sequence (P43220 whole entry, looked up): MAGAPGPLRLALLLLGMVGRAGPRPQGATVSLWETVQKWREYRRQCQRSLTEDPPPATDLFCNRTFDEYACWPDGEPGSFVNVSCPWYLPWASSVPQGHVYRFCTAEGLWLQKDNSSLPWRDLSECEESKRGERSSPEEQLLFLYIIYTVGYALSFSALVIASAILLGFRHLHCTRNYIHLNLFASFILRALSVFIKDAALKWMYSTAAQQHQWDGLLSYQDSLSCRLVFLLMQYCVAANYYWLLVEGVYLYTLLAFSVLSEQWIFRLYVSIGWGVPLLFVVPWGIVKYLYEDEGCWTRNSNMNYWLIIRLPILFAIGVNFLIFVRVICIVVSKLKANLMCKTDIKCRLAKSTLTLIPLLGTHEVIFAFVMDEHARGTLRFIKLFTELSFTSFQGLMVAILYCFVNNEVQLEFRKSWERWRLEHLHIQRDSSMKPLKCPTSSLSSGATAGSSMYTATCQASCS
#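 Readout was luciferase luminescence, measured 12 min after detection reagent at room temperature. Beforehand, GLP-1R reporter HEK293 cells had sat 12 h, then received compounds for 24 hr at 37 deg C.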
# Abeta rescue = qHTS for compounds that reverse cellular toxicity of Amyloid beta (A-beta) peptide in yeast: Primary Screen | yeast expressing A-beta42, growth rescue, OD600, 48 h; response scale: 0% DMSO, 100% iron-clioquinol control | Potency, µM (top dose mostly 46.1 µM), inactives show at the top dose growth rescue, actives largely listed as activators | actives 0.063% (n = 410,000); also: potency is read from the fitted curve at half-maximal effect; nearly all actives have a fitted effect of over 55% in size
#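 Yeast growth medium received pinned compounds, then yeast cells expressing toxic A-beta were added; plates incubated at 30 C for 48 hr. Growth read as absorbance at 600 nm, normalized to DMSO and equimolar FeCl3 plus clioquinol controls.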
# PTHR1 ag = qHTS for PTHR1 Agonists: Primary Screen; Potency, µM (doses to about 115 µM), for the others: at the highest dose activation, most hits filed as activators; actives 0.075% (n = 410,000); HEK293 GP2 PTHR1 cells, GloSensor cAMP luminescence, 1 h; AID 743266, 2014; also: potency is read from the fitted curve at half-maximal effect; nearly all actives have a fitted effect of over 55% in size; some results filed as inactive show a strong effect at the top dose; inactives centre near -15; many of its hits are not listed in these tables
#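 HEK-293-derived GP2 cells expressing PTHR1 and a GloSensor cAMP reporter, 3,000/well, plated overnight, given luciferin plus IBMX (each 0.5 mM as added) for 1 h at 37 °C, then compound for 1 h at 37 °C. Luminescence was read after 15 min at room temperature.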
# FUS yeast rescue = qHTS for Suppressors of FUS Proteinopathy: Primary screen using FUS-linked yeast assay; S. cerevisiae FUS-expressing, growth rescue, OD600, 24 h; Potency, µM (series often up to 76.6 µM), without a hit: at the highest dose growth rescue (activation), hits mostly activators; actives 0.24% (n = 390,000);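 also: potency is read from the fitted curve at half-maximal effect; plate controls were DMSO vehicle for no effect and reference control for full effect; nearly all actives have a fitted effect of over 55% in size; some results filed as inactive show a strong effect at the top dose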
#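 Absorbance at 600 nm, taken 24hr after compound addition, measured rescue of FUS-yeast growth at 30C. Induction used 2% galactose with seeding at OD 0.005. Controls: CP55940 from 92uM final, DMSO only.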
# aSyn yeast inh = qHTS of alpha-syn Inhibitors | Yeast expressing alpha-synuclein, growth rescue, BacTiter-Glo, 24 h | Potency, µM (highest dose often 46.1 µM), inactives show at the top dose growth rescue (activation), actives largely listed as activators | actives 0.14% (n = 370,000); also: potency is read from the fitted curve at half-maximal effect; % of control where 0% means no effect; nearly all actives have a fitted effect of over 65% in size
#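 Galactose-induced alpha-syn yeast (OD600=0.02, raffinose-pregrown) + pinned cpd, 24 hr, 30 deg C; growth by BacTiter-Glo luminescence. Growth restoration scores as activation.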
# GLP1R ag = qHTS of GLP-1 Receptor Agonists | Glucagon-like peptide 1 receptor (Homo sapiens), P43220 | HEK293 GLP-1R CRE-luciferase, luminescence, 4-6 h; cells express a hypersensitive GLP-1R form | Potency, µM (top dose mostly 45.6 µM), for the others: at the highest dose activation, usual class: activators | actives 0.007% (n = 380,000); also: potency is read from the fitted curve at half-maximal effect; % of control where 0% means no effect
# DRD3 antagonist = qHTS of D3 Dopamine Receptor Antagonist: qHTS; AID 652054, 2013; max response, negative = inhibition, %; D(3) dopamine receptor (Homo sapiens), P35462; D3R cells, DiscoveRx beta-arrestin luminescence, antagonist mode; active compounds read low; actives 2.5% (n = 360,000); in the data active = max response below about -50%; inconclusive = no clear call, values can overlap the other calls; also: % is scaled to controls: 0 for no effect and ±100 for the full control effect; mostly tested at two doses, the higher about 12 µM
# Target sequence (P35462 whole entry, looked up): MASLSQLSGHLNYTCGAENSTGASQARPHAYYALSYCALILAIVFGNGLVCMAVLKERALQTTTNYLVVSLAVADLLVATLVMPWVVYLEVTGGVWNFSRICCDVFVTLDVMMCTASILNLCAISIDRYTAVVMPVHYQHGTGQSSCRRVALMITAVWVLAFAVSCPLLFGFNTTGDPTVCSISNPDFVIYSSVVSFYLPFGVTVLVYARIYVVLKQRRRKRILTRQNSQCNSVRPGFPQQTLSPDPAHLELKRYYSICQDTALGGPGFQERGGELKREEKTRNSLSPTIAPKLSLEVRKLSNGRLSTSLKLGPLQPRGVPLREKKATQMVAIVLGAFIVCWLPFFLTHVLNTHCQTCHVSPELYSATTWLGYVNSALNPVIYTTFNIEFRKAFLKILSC
#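 Cells plated overnight at 1500 cells/well, then exposed to library compounds with dopamine controls for 90 minutes at 37 degrees C. DiscoveRx reagent added for 30–60 minutes at room temperature; luminescence read, quantitative HTS format.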
# * marks the source's active call; other numbers are inactive results; i = inactive; ? = inconclusive; / = not tested or not shown; [ ] = another dose, or the depositor's remark. Unless noted, calls follow the shape of the dose curve; as a rule, active = well fitted curve in the direction sought with a large enough effect; inconclusive = small, poorly fitted or top-dose-only effect, or another doubt; inactive = no such curve, though single readings can be large; an effect the other way counts as inactive or inconclusive. Not all compounds are listed; rates above refer to the full screens.
canonical_smiles | pAkt inh | TDP43 rescue | GLP-1R inv ag | Abeta rescue | PTHR1 ag | FUS yeast rescue | aSyn yeast inh | GLP1R ag | DRD3 antagonist
CCCCOC(=O)CSc1ncnc2sc3c(c12)CCC(C)C3 (stereo not given) | / | 18% | -7% | -2% | -1% | -8% | ? | 1% | /
O=c1[nH]c(C2CC2)nc2sc3c(c12)CCCC3 | i | 6% | 9% | -35%[inhibitor] | -2% | 6% | -6% | 6% | 7
CCOc1ccc(/C=C/C(=O)OCC(=O)Nc2cccc(S(=O)(=O)N3CCCC3)c2)cc1 | i | 0% | ? | 12% | -10% | 19% | -7% | 6% | -5
Cc1ccc(NC(=O)c2ccccc2NS(=O)(=O)c2ccc(F)cc2)cc1S(=O)(=O)N1CCCCC1 | i | -13% | ? | 3% | -28% | 11% | 0% | -14% | 6
O=C(NC12CC3CC(CC(C3)C1)C2)N1CCN(c2nc(-c3ccccc3)cs2)CC1 | i | -11% | 3.2µM* | -2% | -28%[57.5 µM] | 20% | -3% | -10% | 23
Cc1c(C(=O)NCc2cccnc2)sc2ncn(CC(=O)N3CCCCC3C)c(=O)c12 (stereo not given) | i | 10% | -6% | 1% | i | / | 6% | 7% | 10
COc1ccnc2c1c(=O)n(Cc1cccc(F)c1)c(=O)n2C | i | 12% | 28% | / | -5% | -10% | -3% | 15% | -5
CSc1ccc(Cl)c(C(=O)Nc2nccs2)c1 | i | 24% | -16% | 14% | -86%[inhibitor] | 24% | -6% | -6% | 11
CC(Sc1ccc(S(=O)(=O)N2CCN(C)CC2)cn1)C(=O)NC1CCCC(C)C1C (stereo not given) | i | -3% | 7% | -3% | i | -10% | 1% | -3% | -19
CC(Oc1ccc(Cl)cc1Cl)C(=O)NCCC1=CCCCC1 (stereo not given) | i | 11% | ? | 25% | -36%[inhibitor] | ? | 17% | 10% | 3
CC(c1ccccc1)N1C(=O)C2C3CCC(C3)C2C1=O (stereo not given) | i | 19% | ? | 6% | i | / | 11% | -7% | 1
O=C(CSc1ncn[nH]1)Nc1c(Br)cc([N+](=O)[O-])cc1Br | i | -3% | 24% | 3% | i | 2% | 1% | -2% | 3
O=C(CNS(=O)(=O)c1cccs1)NCc1ccccc1 | i | -22%[9.22 µM] | 1% | -7% | -15% | 17% | -6% | 5% | -16
Cc1ccc(C(=O)Nc2nc(-c3ccc4c(c3)OCCO4)cs2)o1 | i | 13% | ? | -26% | -35%[inhibitor] | -4% | -25% | -4% | 26
CN1CCN(C(=O)/C(=C/c2ccccc2Cl)NC(=O)c2ccccc2)CC1 | i | -1% | 0% | 5% | 9% | 20% | -1% | 1% | -3
O=C(Nc1cccnc1)c1ccc(NC(=O)c2ccco2)cc1 | i | 3% | 16% | -2% | -23% | 1% | -6% | 4% | 9
CC(=O)c1c(C)[nH]c(C(=O)OCC(=O)Nc2ccc([N+](=O)[O-])cc2Cl)c1C | i | 20% | -1% | -9% | i | / | -1% | 2% | 8
CCn1c(=O)c2c(nc3n2CCCN3c2cccc(C)c2)n(C)c1=O | i | 30% | 54%[activator] | 5% | i | 1% | 0% | 17% | -7
Cc1ccc(NC(=O)c2oc3ccccc3c2NC(=O)C2CCCCC2)cc1 | / | -6% | ? | -2% | -12% | -10% | / | 0% | /
CCc1ccc(NC(=O)CS(=O)CC(=O)Nc2ccc(F)cc2F)cc1 (stereo not given) | i | -18% | 0% | 3% | -2% | 3% | -15% | -6% | -26
O=C(O)CCC(=O)N1CCN(c2ncccn2)CC1 | i | -5%[1.82 µM] | 6% | 7% | i | -3% | -1% | 4% | 0
COc1ccc(-n2c(Cc3cccn3C)nnc2SCC(=O)Nc2cccc(NC(C)=O)c2)cc1 | i | -8% | -4% | -1% | ? | ? | 7% | 6% | -8
COCCn1c(SCC(=O)NC(=O)NCc2ccccc2)nc2ccccc2c1=O | i | -3% | -16% | -7% | -37%[inhibitor] | 26% | -5% | 3% | 1
Cc1ccc(-c2cc(C(F)(F)F)n3nc(C(=O)NCC45CC6CC(CC(C6)C4)C5)cc3n2)cc1 | / | 11%[9.22 µM] | -16% | -2% | i | -18% | / | / | /
CCc1ccc2[nH]c3nc(SCC(=O)NNC(=O)c4ccc(C(C)(C)C)cc4)nnc3c2c1 | i | -13% | 6% | -2% | -4%[57.5 µM] | 13% | 4% | -11% | 24
Cc1cccc(OC(=O)c2sc(Cl)nc2C)c1 | i | -21% | 0% | -9% | -22% | / | -1% | 1% | -12
Cc1ccc(S(=O)(=O)c2c(C)nn(C(C)(C)C)c2OC(=O)c2ccco2)cc1 | i | 15% | ? | -49%[inhibitor] | -8% | 20% | -23% | -21% | 17
Cn1cc(CNC(=O)C2CCC(=O)N(Cc3cccc(C(F)(F)F)c3)C2)cn1 (stereo not given) | i | 2% | 30% | 8% | i | 1% | -1% | -2% | -2
CCOC(=O)c1[nH]c(C)c(C(=O)c2cc(F)ccc2F)c1C | i | ? | -20% | 1% | -2%[57.5 µM] | 28% | 4% | ? | -13
COc1ccc(C(C(=O)NCc2ccccc2)n2c(=O)c(-c3cc4ccccc4[nH]3)nc3ccccc32)cc1 (stereo not given) | i | 0% | ? | 28% | i | ? | 25% | / | 18
COC(=O)c1c(S(=O)(=O)N2CCOCC2)c(C)n(C)c1C | i | 6% | 9% | 9% | -4% | 10% | -4% | 1% | -12
CC1=C(C(=O)N(C(C)C)C(C)C)CC(CC(=O)NCCN2CCOCC2)C(=O)N1CCC1=CCCCC1 (stereo not given) | i | 9% | 26% | 6% | -20% | -1% | 2% | -4% | -9
O=C(c1cnsn1)N1CCN(c2ccccc2)CC1 | i | -1% | 0% | -1% | i | 3% | -1% | -10% | -4
COc1ccccc1-c1ccc([C@@H]2C[C@H]3[C@H](CON3C)CN2C(=O)c2ccc(-c3ccccc3)cc2)cc1 | i | ? | ? | 13% | -8% | ? | 12% | 3% | ?
C[C@H](CO)N1C[C@H](C)[C@@H](CN(C)C(=O)Nc2ccccc2)Oc2c(NC(=O)Nc3ccc4c(c3)OCO4)cccc2C1=O | i | 16% | 5% | -7% | i | 7% | 1% | -1% | -13
CCCOC(=O)c1ccc(NC(=O)Oc2ccccc2)cc1 | i | -1% | 29% | -5% | -7%[57.5 µM] | -14% | -4% | 9% | 35
Cc1c(Br)c(C(F)(F)F)nn1CC(=O)NCCCn1ccnc1 | i | -3% | 8% | -14% | i | -23% | 0% | -14% | -8
CCOc1ccccc1NS(=O)(=O)c1cc(-c2cnc(C3CC3)o2)ccc1C | / | 0% | ? | -16% | -16% | -28% | / | / | /
Cc1ccc(S(=O)(=O)N2CCCC(C(=O)NCCC(C)C)C2)cc1 (stereo not given) | i | 9% | ? | -1% | -24% | 4% | 3% | 5% | 11
Cc1ccc2cc(COC(=O)c3ccco3)c(=O)[nH]c2c1 | i | 0% | 4% | -15% | i | 18% | -1% | 11% | 28
Cc1cc(-c2ccc(Cl)s2)n[nH]1 | i | ? | -4% | ? | -2% | -2% | -17% | 0% | 6
COc1cccc(N2CCN(C(=O)C3CCN(S(=O)(=O)c4cccc5nonc45)CC3)CC2)c1 | / | 20% | -1% | 3% | i | ? | / | / | /
C=CCn1sc(N)c(C(=O)OCC)c1=S | i | 22% | -10% | -1% | -33%[inhibitor][57.5 µM] | 12% | -2% | 31% | 0
COc1ccc(-c2cn[nH]c2-c2ccc(OC)cc2O)cc1 | i | 25µM* | 10µM* | ? | i | 22% | 22µM* | -2% | 10
CCOC(=O)N1CCN(C(=S)Nc2ccc(C)cc2)CC1 | i | 18% | -2% | 4% | i | -16% | -5% | 5% | -1
COc1ccccc1CNS(=O)(=O)c1ccc2c(c1)NC(=O)CO2 | i | -14% | 19% | -1% | i | 15% | -1% | 2% | -14
Cc1ccccc1Nc1c(-c2ccsc2)nc2c(C)cccn12 | / | 11% | ? | -11% | i | -1% | / | / | /
O=C1c2ccccc2C(=O)N1CCCc1nc2ccccc2c(=O)n1-c1cccnc1 | i | -3% | 10% | -5% | -2% | ? | -3% | 0% | 0

# Grouped by structure: the compounds so far containing bromine.
canonical_smiles | pAkt inh | TDP43 rescue | GLP-1R inv ag | Abeta rescue | PTHR1 ag | FUS yeast rescue | aSyn yeast inh | GLP1R ag | DRD3 antagonist
O=C(CSc1ncn[nH]1)Nc1c(Br)cc([N+](=O)[O-])cc1Br | i | -3% | 24% | 3% | i | 2% | 1% | -2% | 3
Cc1c(Br)c(C(F)(F)F)nn1CC(=O)NCCCn1ccnc1 | i | -3% | 8% | -14% | i | -23% | 0% | -14% | -8

# Filtered by structure, those above with a CF3 group.
canonical_smiles | pAkt inh | TDP43 rescue | GLP-1R inv ag | Abeta rescue | PTHR1 ag | FUS yeast rescue | aSyn yeast inh | GLP1R ag | DRD3 antagonist
Cc1ccc(-c2cc(C(F)(F)F)n3nc(C(=O)NCC45CC6CC(CC(C6)C4)C5)cc3n2)cc1 | / | 11%[9.22 µM] | -16% | -2% | i | -18% | / | / | /
Cn1cc(CNC(=O)C2CCC(=O)N(Cc3cccc(C(F)(F)F)c3)C2)cn1 (stereo not given) | i | 2% | 30% | 8% | i | 1% | -1% | -2% | -2
Cc1c(Br)c(C(F)(F)F)nn1CC(=O)NCCCn1ccnc1 | i | -3% | 8% | -14% | i | -23% | 0% | -14% | -8
